Source: PubChem (Southern Research Specialized Biocontainment Screening Center)
H1N1 NS1A inhibition: H1N1 influenza NS1A inhibitors, functional cell based assay (AID 504329); NS1A functional cell-based assay, percent inhibition; higher % means a stronger effect; inhibition, % at 12.5 µM; hits with a dose series show IC50 in µM; 340,000 compounds, 0.3% hits; in the data active = a potency from the dose series; inconclusive = inhibition above about 27% without an active follow-up result; note: strong numbers were not always called active
inhibitors of VEEV: inhibitors of VEEV TC-83 cytopathic effect, confirmation, Vero cells (AID 588727) | Vero cells, VEEV TC-83 cytopathic effect inhibition; higher % means a stronger effect | inhibition, % at 20 µM; hits with a dose series show IC50 in µM | 350,000 compounds, 0.13% hits; in the data active = a potency from the dose series; inconclusive = inhibition mostly from about 14% at the one dose, without a potency; inactive = the rest, 99 in 100 with inhibition below about 12%; note: strong numbers were not always called active
M. tuberculosis: growth inhibition of non-replicating M. tuberculosis (AID 488890); Mycobacterium tuberculosis non-replicating, growth inhibition; higher % means a stronger effect; inhibition, % at 25 µM, or IC50 in µM where a hit was titrated; 320,000 compounds, 0.39% hits; in the data active = a potency from the dose series; inconclusive = inhibition mostly from about 82% at the one dose, without a potency; inactive = the rest, 99 in 100 with inhibition below about 76%;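 note: plate controls were DMSO cells for no effect and high antibiotic wells for full effect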
Salmonella PhoP GFP: PhoP regulon inhibitors, Salmonella typhi PhoP promoter GFP reporter, confirmatory (AID 1850). Salmonella Typhi PhoP-promoter GFP reporter, fluorescence, 4 h; higher % means a stronger effect. inhibition, % at 50 µM; hits with a dose series show IC50 in µM. 310,000 compounds, 0.33% hits; in the data active = a potency from the dose series; inconclusive = inhibition mostly from about 25% at the one dose, without a potency; inactive = the rest, 99 in 100 with inhibition below about 19%;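 note: 0% = induced wells with vehicle and 100% = uninduced wells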
M. tuberculosis HTS: M. tuberculosis growth inhibition, HTS (AID 449762) | M. tuberculosis H37Rv growth inhibition, 7H9 media; higher % means a stronger effect | inhibition, % at 25 µM, or IC50 in µM where a hit was titrated | 330,000 compounds, 0.59% hits; in the data active = a potency from the dose series; inconclusive = inhibition above about 70% without an active follow-up result;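 note: bacterial growth assessed after seven days of incubation; strong numbers were not always called active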
inhibitors of VEEV 10K pilot screen: second read-out of inhibitors of VEEV, no call of its own (marks repeat the call); inhibition, %; measured here: 10K pilot screen inhibition
Active calls of the source: *; i = inactive; ? = inconclusive; / = not tested or not shown. Random draw from the library; overall some 1.5% were active at least once.

SMILES | H1N1 NS1A inhibition | inhibitors of VEEV | M. tuberculosis | Salmonella PhoP GFP | M. tuberculosis HTS | others
COc1ccc(/C=C2\SC(=S)N(CC(=O)N3CCN(C)CC3)C2=O)cc1 | / | 2.4% | 19% | -8% | 0%
OC(c1ccc(F)cc1)(c1ccc(F)cc1)[C@@H]1CCCN1 | 15% | 1.3% | -8% | -3% | -7%
CCOc1ccc(-c2cc3nc(C4CCN(C(=O)OC(C)(C)C)CC4)c(C(=O)O)cn3n2)cc1 | 10% | i | 4% | 0% | 13%
O=C1NC(c2ccc(-c3ccccc3[N+](=O)[O-])o2)C(C(=O)c2ccc(Cl)cc2)C(O)(C(F)(F)F)N1 (centres undefined) | 2% | 6.4% | -2% | -2% | 4%
CN1CCN(c2ccc(S(=O)(=O)N3CCCCC3)cc2NC(=O)Cc2ccc(Cl)cc2)CC1 | 0% | 1.0% | 35% | -4% | 3%
Cc1cccnc1Nc1nc(-c2ccc(O)cc2O)cs1 | 8% | 8.4% | 40% | -42% | 7%
Cc1ccc(C(=O)c2sc3nsc(C)c3c2N)cc1 | -13% | 3.4% | 8% | 16% | 6%
O=C(CSc1ccccn1)Nc1ccc2c(c1)OCCO2 | -15% | 0.2% | 3% | 18% | -7%
COc1cccc(NC(=S)NC(=O)Cc2ccccc2)c1 | 13% | i | 66% | 8% | -11%
COc1ccc(-c2nc(C#N)c(N3CCN(C(=O)c4ccco4)CC3)o2)cc1OC | 8% | 1.1% | -11% | 8% | -3%
O=S(=O)(CCSc1ccc(C(F)(F)F)cn1)c1ccccc1 | 3% | i | 26% | -2% | 9%
Cc1ccc(S(=O)(=O)O/N=C2/CCCc3occc32)cc1 | -7% | 1.9% | -6% | -5% | -2%
CN(C)S(=O)(=O)c1cccc(C(=O)Nc2ccc(S(=O)(=O)N3CCCC3)cc2)c1 | -29% | 2.6% | 2% | -9% | 0%
COC(=O)c1sc2nc(SCC(=O)N(C)c3ccccc3)n(N)c(=O)c2c1C | -9% | 4.4% | -3% | -5% | -6%
CSc1ccccc1NC(=O)c1cnccn1 | 19% | 2.5% | 8% | -6% | -6%
Cc1cc(NC(=O)CSCC(=O)Nc2cccc(S(=O)(=O)N3CCCCCC3)c2)no1 | -14% | 2.1% | 7% | -3% | 4%
O=C(CSc1nnc(-c2ccncc2)n1Cc1ccco1)Nc1nccs1 | 4% | 0.0% | -13% | -7% | -7%
Cc1ccccc1OCC(=O)N/N=C/c1sc(=O)n(Cc2cccc(C(=O)O)c2)c1Cl | -12% | 1.9% | 9% | 10% | 2%
CN(C)c1ccc(-c2c(-c3ccc4c(c3)OCO4)noc2-c2ccsc2)cn1 | 0% | 4.2% | 18% | 18% | 55%
O=C(O)C1CCCCC1C(=O)NCCCN1CCOCC1 (centres undefined) | -1% | 1.6% | -5% | 17% | -1%
COC(=O)CNc1nc(-c2ccccc2F)nc2ccccc12 | -2% | 1.6% | -2% | -17% | -4%
CCOCCCNC(=O)C(c1ccc(OC)cc1)N(Cc1cccs1)C(=O)c1ccccn1 (centres undefined) | 9% | 9.6% | -15% | 42% | -3%
CCCCCCCCc1nc(=S)[nH][nH]1 | -9% | 3.0% | 74% | 8% | 58%
COCc1cc(CN2CCN(CCc3ccccc3)C(CCO)C2)ccc1OC (centres undefined) | -1% | 0.4% | 6% | 2% | -4%
CSc1nc(O)c(/C=C2\C=Nc3ccccc32)[nH]1 | 8% | 9.4% | ? | -1% | 48%
CN(C)CCSc1nnc(-c2ccccc2)o1 | 4% | 1.8% | 62% | -3% | -1%
CCOC(=O)N1CCC(NC(=O)c2ccc(N3CCC4(CC3)OCCO4)c([N+](=O)[O-])c2)CC1 | 2% | 0.1% | 7% | 1% | 11%
CC(=O)Nc1ccc(S(=O)(=O)NNC(=O)c2cccc3ccccc23)cc1 | -28% | 3.1% | -2% | -12% | -4%
COc1cnc(-c2ccccn2)nc1Oc1cccc(C(F)(F)F)c1 | -12% | i | ? | -14% | ?
Cc1ccccc1-n1ncc(C(C)NS(=O)(=O)c2ccccc2Cl)c1C (centres undefined) | -6% | 1.0% | 15% | -3% | -1%
O=C(O)c1ccc2cccc(O)c2n1 | / | i | 2% | 3% | 9%
COCCN1C(=O)NC(=O)/C(=C\c2ccc(Br)cc2)C1=O | -16% | 2.7% | 0% | -11% | 5%
CCOC(=O)c1c(-c2ccccc2)csc1NC(=O)c1nn(CC)cc1Br | -17% | 10% | 45% | -5% | 0%
CC1CCC2[C@@H](C)C(=O)OC3O[C@]4(C)CCC1C32OO4 (some centres undefined) | 1% | i | -2% | 11% | 5%
COc1ccc(CC(=O)Nc2ccc(-c3noc(-c4ccccc4OC)n3)cc2)cc1 | -2% | 3.3% | 1% | 6% | -6%
CCOC(=O)C1NN=C(C(=O)c2ccccc2)C1c1ccc(OC)cc1 (centres undefined) | / | 1.8% | -8% | 6% | -5%
Cc1ccc(C)c(C2=CSC3=NCCN23)c1 | 1% | 0.3% | 1% | 3% | 1%
O=C(NC1CCCC1)C(c1cc2c(cc1[N+](=O)[O-])OCO2)N1CCCC1 (centres undefined) | 3% | i | 21% | 7% | 9%
CN(/N=C/c1ccccc1)C(=S)c1ccccc1 | -7% | i | -2% | -1% | 4%
CCc1nnc(NC(=O)OCc2ccccc2)s1 | -9% | i | -12% | -10% | -3%
Cc1ccc(C)c(SCC(=O)NNC(=O)c2csc(N3CCOCC3)n2)c1 | 0% | 2.1% | -1% | -10% | 2%
COc1ccc(C)cc1NC(=O)CN(Cc1nnc(-c2ccc(Cl)cc2)o1)C1CCCC1 | 0% | 5.6% | 66% | 2% | 14%
CCCC(=O)c1ccc(N2CCCCC2)c(F)c1 | -5% | 0.3% | 9% | -6% | 6%
COc1ccc(-c2ccccc2)cc1NCc1ccccc1C | 5% | 0.4% | -2% | -1% | -5%
O=C(Cn1c(=O)oc2cc(S(=O)(=O)N3CCCC3)ccc21)Nc1ccccc1Br | -6% | 0.6% | 11% | -6% | -1%
CCCN(CC(=O)Nc1ccccc1C)C(=O)C1CCN(S(=O)(=O)c2ccccc2C(F)(F)F)CC1 | -7% | 7.1% | 24% | 9% | 8%
O=C(NCC(=O)N(Cc1ccc(F)cc1)C(C(=O)NCC1CCCO1)c1ccccc1)c1ccco1 (centres undefined) | -3% | i | -5% | 6% | -8%
Cc1cc(N2CCOCC2)ccc1/C=C1\NC(=O)N(Cc2ccccc2)C1=O | -11% | 1.0% | 11% | -4% | 11%
O=C(Cn1nc(-c2cccc(Cl)c2)ccc1=O)NCC1COCCO1 (centres undefined) | -14% | 1.7% | -7% | -7% | -4%
Cc1c(O)c(=O)ccn1Cc1ccccc1 | 5% | ? | -18% | 6% | -3%
(cont.)
SMILES | H1N1 NS1A inhibition | inhibitors of VEEV | M. tuberculosis | Salmonella PhoP GFP | M. tuberculosis HTS | others
COc1ccc(C(=O)N/C(=C/c2cccnc2)C(=O)N2CCOCC2)cc1OC | -1% | 0.7% | -7% | -5% | 2%
C=CCn1nnnc1SCC(=O)Nc1cccc(C(F)(F)F)c1 | 24% | 0.8% | 26% | -10% | -9%
CCOC(=O)c1sc(NC(=O)c2ccco2)nc1C | -3% | 1.9% | -4% | -5% | -1%
COc1ccc(COCC(O)CN(Cc2ccco2)Cc2ccccc2O)cc1 (centres undefined) | -8% | i | 5% | -6% | -11%
CN(C(=O)COc1ccc(Cl)cc1)C1(C)CCS(=O)(=O)C1 (centres undefined) | -10% | 1.4% | -10% | -8% | -8%
COc1ccc(-c2c(C)nn3c(C)cc(C)nc23)cc1 | 2% | 1.8% | 26% | -14% | -23%
O=C(Oc1ccc2cccc(OC(=O)N3CCOCC3)c2c1)N1CCOCC1 | -2% | 1.9% | 2% | -22% | 12%
CN(CC(=O)Nc1cccc2c1CCCC2)S(=O)(=O)c1ccccc1 | 7% | 4.3% | 10% | -10% | -11%
Nn1c(SCC(=O)Nc2ccc3c(c2)OCO3)nnc1-c1ccncc1 | -3% | i | -14% | -1% | -5%
Cc1cc(C)cc(NC(=O)Nc2cccnc2)c1 | -6% | 2.7% | -14% | 22% | -9%

No new results follow: 7 of the compounds above.
SMILES | H1N1 NS1A inhibition | inhibitors of VEEV | M. tuberculosis | Salmonella PhoP GFP | M. tuberculosis HTS | others
CCOC(=O)c1sc(NC(=O)c2ccco2)nc1C | -3% | 1.9% | -4% | -5% | -1%
COc1ccc(COCC(O)CN(Cc2ccco2)Cc2ccccc2O)cc1 (centres undefined) | -8% | i | 5% | -6% | -11%
CN(C(=O)COc1ccc(Cl)cc1)C1(C)CCS(=O)(=O)C1 (centres undefined) | -10% | 1.4% | -10% | -8% | -8%
COc1ccc(-c2c(C)nn3c(C)cc(C)nc23)cc1 | 2% | 1.8% | 26% | -14% | -23%
O=C(Oc1ccc2cccc(OC(=O)N3CCOCC3)c2c1)N1CCOCC1 | -2% | 1.9% | 2% | -22% | 12%
CN(CC(=O)Nc1cccc2c1CCCC2)S(=O)(=O)c1ccccc1 | 7% | 4.3% | 10% | -10% | -11%
Nn1c(SCC(=O)Nc2ccc3c(c2)OCO3)nnc1-c1ccncc1 | -3% | i | -14% | -1% | -5%

(continued)
SMILES | H1N1 NS1A inhibition | inhibitors of VEEV | M. tuberculosis | Salmonella PhoP GFP | M. tuberculosis HTS | others
CC(=O)Nc1sc2c(c1C#N)CCC(C)C2 (centres undefined) | 6% | 1.6% | -5% | 1% | 1%
O=C1CCCc2ccccc2N1Cc1cccc(Cl)c1 | -2% | i | 20% | -2% | 6%
O=S(=O)(Nc1ccc2c(c1)CCC2)c1cccs1 | 0% | i | 5% | 6% | 0%
NNC(=O)C1CCCN1S(=O)(=O)c1ccc(Cl)cc1 (centres undefined) | 0% | 1.3% | -7% | 5% | -11%
COn1c(-c2ccccc2)c(C=O)c2ccccc21 | 3% | 4.3% | 65% | -10% | 9%
COc1ccc(NC(=O)N(CCCN2CCOCC2)Cc2cccnc2)c(OC)c1 | -4% | 1.1% | -8% | 0% | -4%
Cc1ccc(CNC(=O)c2ccc([N+](=O)[O-])o2)cc1 | 6% | ? | 0.46µM* | 12% | ?
COCCn1c(Cc2ccccc2)nnc1SCC(=O)Nc1oc(C)c2c(C)n[nH]c(=O)c12 | 0% | 0.5% | 9% | 5% | -1%
CCOc1ccccc1NC(=O)c1cc(S(=O)(=O)NCc2ccco2)ccc1F | 2% | 28% | 18% | -26% | 13%
Cc1ccc(S(=O)(=O)CNC(=O)c2ccccc2)cc1 | -2% | 1.1% | -18% | 5% | -2%
CCCCn1c(SCC(=O)c2ccc3c(c2)OCCO3)nnc1-c1ccco1 | 9% | 2.0% | 9% | 3% | -3%
COC(=O)c1ccc(N2CCN(CC(=O)c3ccc(-c4ccccc4)cc3)CC2)c([N+](=O)[O-])c1 | 5% | 1.7% | 41% | -29% | 15% | inhibitors of VEEV 10K pilot screen=0.9
CCCCCCCCCCCC1N=C(N)NC(CCCO)=C1C(=O)OC (centres undefined) | 10% | 0.2% | / | / | /
CCn1nc(-c2cccs2)nc2c(=O)n(C)c(=O)nc1-2 | 22% | 4.6% | / | / | /
Cc1ccccc1-n1c(SCC(=O)c2cc(C)n(C)c2C)nnc1-c1cccnc1 | 14% | 9.6% | 30% | -6% | 4%
COc1ccc(Cl)cc1NC(=O)c1cccc([N+](=O)[O-])c1O | -23% | i | / | / | /
CCOC(=O)Nc1cccc2ccccc12 | 0% | i | 56% | 0% | -5%
CC(C)(C)c1cc(C(=O)Nc2ccc(F)cc2)n(Cc2ccc(F)cc2)n1 | / | 4.8% | 37% | 5% | ?
O=C1CN(C(=O)COc2ccc([N+](=O)[O-])cc2Cl)c2ccccc2N1 | -5% | 1.6% | 0% | / | -1%
O=C(c1cc(-c2ccncc2)nc2ccccc12)N1CCN(S(=O)(=O)/C=C/c2ccccc2)CC1 | -1% | 8.2% | 5% | 3% | 0%
O=C(Nc1ccccc1C(=O)N1CCOCC1)c1noc2c1CCCC2 | 7% | 1.5% | -1% | -2% | 2%
CCOc1ccccc1NC(=O)CCNS(=O)(=O)c1cccc2nonc12 | -12% | 6.9% | 19% | 10% | 0%
COc1cc(C(C(=O)NCc2ccccc2)N(C(=O)c2snc(C(N)=O)c2N)C2CCCC2)cc(OC)c1OC (centres undefined) | 12% | 3.5% | 33% | 6% | 1%
COc1ccc(N2C(=O)C(CC(N)=O)N(NC(=O)c3cccc(OC)c3)C2=S)cc1 (centres undefined) | -11% | i | 1% | 4% | 5%
C=C1c2cccc(C(F)(F)F)c2O[C@H](C(=O)OCC)[C@H]1OC | 22% | 0.4% | / | / | /
